Vif-A3F inh: qHTS for Inhibitors of Vif-A3F Interactions: qHTS | AID 602313, 2012 | HeLa A3F-eYFP + Vif (tagged APOBEC3F with the HIV-1 protein that degrades it), YFP fluorescence increase | Potency, µM (highest dose often 46.1 µM), inactives show at the highest dose activity, negative = active | 390,000 compounds, 0.2% hits; further: % of control where 0% means no effect; nearly all actives have a fitted effect of over 65% in size
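HeLa cells stably expressing Vif plus C-terminally eYFP-tagged A3F were seeded, incubated overnight at 37 deg C, dosed with compound, incubated overnight again at 37 deg C. Yellow fluorescence (Ex 488/Em 500-530) reported blocked Vif-mediated A3F-eYFP degradation.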
GRP78 ERSR act: qHTS for Inducers of the Endoplasmic Reticulum Stress Response (ERSR) in Human Glioma: qHTS; Potency, µM, for the others: at the highest dose activation, usual class: activators; 420,000 compounds, 0.02% hits; U87-MG GRP78 promoter luciferase reporter, 16 h; further: series mostly up to about 76 µM; % of control where 0% means no effect; nearly all actives have a fitted effect of over 35% in size
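ERSR induction read as luciferase luminescence (Bright-Glo, 10 min at room temperature) in stably transfected human U87-MG glioma cells exposed to compounds for 16 h, using GRP78 as sensor.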
Vif-APOBEC3G blk: qHTS for Inhibitors of Vif-A3G Interactions: qHTS | HeLa A3G-eYFP + Vif (tagged APOBEC3G with the HIV-1 protein that degrades it), YFP fluorescence, overnight | Potency, µM (series often up to 46.1 µM), inactives show at the top dose activity, negative = active, usual class: inhibitors | 410,000 compounds, 0.076% hits;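 further: on the % scale 0 is the no-effect control and ±100 the full control effect; nearly all actives have a fitted effect of over 60% in size; hits raise eYFP signal because A3G escapes Vif-driven loss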
Target sequence (Q9HC16 whole entry, looked up): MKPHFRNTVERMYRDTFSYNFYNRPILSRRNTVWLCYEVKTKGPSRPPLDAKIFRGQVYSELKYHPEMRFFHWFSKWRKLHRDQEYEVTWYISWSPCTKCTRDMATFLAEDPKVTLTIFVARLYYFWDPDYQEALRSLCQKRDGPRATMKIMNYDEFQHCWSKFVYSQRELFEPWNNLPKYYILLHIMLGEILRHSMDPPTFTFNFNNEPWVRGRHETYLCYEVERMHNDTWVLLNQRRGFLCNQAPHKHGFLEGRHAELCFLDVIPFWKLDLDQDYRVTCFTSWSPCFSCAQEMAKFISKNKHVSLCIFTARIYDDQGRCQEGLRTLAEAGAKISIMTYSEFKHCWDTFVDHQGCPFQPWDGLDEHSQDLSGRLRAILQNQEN
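Read-out is eYFP fluorescence (Ex 488/Em 500-530) from Vif-expressing HeLa A3G-eYFP cells; more signal means A3G escaped Vif-mediated degradation. Cells plated overnight, compound pinned in, incubated overnight at 37 deg C.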
* = called active by the depositor; ? = inconclusive; & = joins results of further samples. The call rests on the fitted dose curve; in most records, active means well fitted curve in the direction sought with a large enough effect; inconclusive means small, poorly fitted or top-dose-only effect, or another doubt; inactive means no such curve, though single readings can be large; an effect the other way counts as inactive or inconclusive. Potency means the concentration at half of the fitted maximal effect. Some of the compounds tested; count on the stated rates, not on these rows.

Results follow in this order: Vif-A3F inh	GRP78 ERSR act	Vif-APOBEC3G blk
COC(=O)CCCC1=CC2=CC(=O)C(C)(OC(=O)c3cccs3)C(=O)C2=CN1c1ccccc1 (stereo unspecified)
→ -5%	-2%	1%
C=C1CC2C(=O)N(Cc3cc(OC)ccc3OC)C(C(=O)OCC)(C(=O)OCC)C1N2C(=O)OC(C)(C)C (stereo unspecified)
→ 7%	-3%&-3%	-3%&-3%
Cc1cn(CC(=O)NCCc2c[nH]c3ccccc23)c(=O)[nH]c1=O
→ 2%	-1%	4%
COc1ccc(C#Cc2c(-c3ccc(OC)cc3)oc3ccc(-c4ccc5c(c4)OCO5)cc23)cc1
→ -9%	-4%	-5%
CN(C(=O)c1cccc(NC(=O)C2CCN(C(=O)OC(C)(C)C)CC2)c1)C1CCCCC1
→ 4%	-3%	3%
O=S1(=O)c2c(F)cccc2OC(COc2ccccc2)CN1CCc1ccc(F)cc1 (stereo unspecified)
→ 5%	-3%	5%
CC(C)(C)CC(C)(C)N=C1Nc2cc(Cl)c(Cl)cc2NC12C[C@H]1CCC(=O)N3CC[C@@H](C2)[C@@H]13 (stereo partly specified)
→ 0%	-9%	-3%
C#CCN1C=CC(=O)[C@@H](OC(=O)Nc2ccccc2Br)[C@H]1c1ccccc1Br
→ 6%	-2%	0%
O=C(CN1C(=O)NC(Cc2c[nH]c3ccccc23)C1=O)Nc1ccccc1C(F)(F)F (stereo unspecified)
→ -1%	-1%	0%
CC(C)NC(=O)N(C)C[C@@H]1Oc2c(NC(=O)Nc3ccccc3)cccc2C(=O)N([C@H](C)CO)C[C@H]1C
→ 10%	-1%	-3%
CC[C@@]1(C(=O)OC)N[C@H](CN(C)C(=O)c2ccc(C)cc2)[C@@H]2C(=O)N(C)C(=O)[C@@H]21
→ 0%	-3%	-7%
O=C1N[C@@H](c2ccccc2)COC(=O)[C@H](Cc2ccc(F)cc2)CC/C=C/C[C@@H]1CC(=O)N(CCO)Cc1ccccc1
→ -4%	-4%	-3%
COc1ccc(-c2c(-c3ccsc3)oc3ccc(N4CCOCC4)cc23)cn1
→ -1%	-5%	-10%
CC[C@]12c3[nH]c4cc(CCC(=O)N(C)C)ccc4c3CCN1C(=O)[C@@H](CC(=O)NCCCOC)C[C@@H]2C(=O)N1CCN(C(=O)C2CC2)CC1
→ -9%	-2%	6%
COc1ccc(C2CC(c3cccc(Cl)c3)=NN2c2ccc(S(N)(=O)=O)cc2)cc1 (stereo unspecified)
→ 0%	-8%	-16%
CN(C(=O)c1cccc(NC(=O)Cc2cccc(NC(=O)C3CCCN(C(=O)C4CCCCC4)C3)c2)c1)C1CCC1 (stereo unspecified)
→ 0%	-3%	-1%
C[C@@H]1CN([C@@H](C)CO)C(=O)Cc2cc(NC(=O)C3CCCCC3)ccc2O[C@H]1CN(C)S(=O)(=O)c1ccccc1
→ 5%	0%	3%
C#CCOCCOCCOCCNc1nc(N2CCN(C(=O)[C@H](C)n3cc(CCC(=O)O)nn3)CC2)nc(N2CCN(C(=O)[C@H](CCCCN)n3cc(CCCC)nn3)CC2)n1
→ -2%	-3%	-2%
NC(=O)c1ncn([C@@H]2O[C@H](CNCc3ccccc3C#Cc3ccccc3)[C@@H](O)[C@H]2O)n1
→ 2%	-4%	-4%
CN(CCc1ccccc1)C(=O)c1ccc(NC(=O)Cc2ccc(NC(=O)C3CCN(C(=O)C4CCC4)CC3)cc2)cc1
→ -1%	-1%	-1%
C[C@H]1CN([C@@H](C)CO)C(=O)Cc2cc(NS(=O)(=O)c3cn(C)cn3)ccc2O[C@@H]1CN(C)C(=O)Nc1ccc(F)cc1
→ -1%	-3%	3%
C[C@H](O)Cc1cc2ccccc2c(=O)o1
→ 3%	-3%	0%
CC1(C)C[C@H]2C3=CCC4[C@@]5(C)CC[C@H](O)[C@](C)(CO)C5CC[C@@]4(C)[C@]3(C)CC[C@@]2(C)[C@H](O)[C@@H]1O (stereo partly specified)
→ -5%	-2%	4%
CC(=O)C[C@H]1c2cc(C(F)(F)F)ccc2S(=O)(=O)N1c1ccc(N(C)C)cc1
→ -8%	-1%&0%	-2%&0%
CC[C@@H]1C/C=C\Cc2ccccc2[C@H](C(=O)C[C@H](O)CC(C)=O)OC1=O
→ 5%	-3%	2%
CC(C)(C)OC(=O)N1CCC(C(=O)Nc2cccc(C(=O)N3CCOCC3)c2)CC1
→ -3%	4%	1%
C=CC[C@H](CC(=O)N(CCO)Cc1ccccc1)C(=O)N[C@@H](COC(=O)[C@@H](CC=C)Cc1ccc(F)cc1)Cc1c[nH]c2ccccc12
→ 4%	1%	-5%
C=CC1=C(C(=O)O)N2C(=O)[C@@H](NC(=O)/C(=N\OCC(=O)O)c3csc(N)n3)[C@H]2SC1
→ -2%	-2%	0%
C=CCONC(=O)Cc1ccccc1
→ -5%	-4%	-3%
C=CC[C@@H](Cc1ccc(F)cc1)C(=O)OC[C@@H]1CCCN1C(=O)[C@H](CC=C)CC(=O)N[C@H](CO)Cc1ccccc1
→ -8%	-7%	-19%
O=C1N[C@H](Cc2ccccc2)COC(=O)[C@H](Cc2ccc(F)cc2)CC/C=C/C[C@H]1CC(=O)N(CCO)Cc1ccccc1
→ 6%	-4%	-18%
COc1ccc(CN(C)C(=O)Cn2cnc3c(NCc4ccccc4)ncnc32)cc1OC
→ 7%	0%	-1%
C=CCC[C@@H](Cc1ccc(F)cc1)C(=O)OC[C@@H](Cc1c[nH]c2ccccc12)NC(=O)[C@H](CC=C)CC(=O)N(CCO)Cc1ccccc1
→ 3%	0%	-7%
Cc1ccc(CC(NC(=O)C2CCCCC2)C(=O)O)cc1 (stereo unspecified)
→ 1%	0%	-4%
CC(C)(C)OC(=O)NCc1ccc(CNC(=O)c2ncn(Cc3ccccc3)c2C(=O)NCc2ccc(CNC(=O)OC(C)(C)C)cc2)cc1
→ -3%	2%	1%
CC(C)C[C@@H](CN)NC(=O)c1nc[nH]c1C(=O)N[C@@H](Cc1c[nH]c2ccccc12)C(=O)CNC[C@H](C)NC(=O)c1nc[nH]c1C(=O)N[C@@H](C)C(=O)O
→ -4%	-1%	3%
COc1ccc(C2=Nn3c(nnc3-c3ccccc3F)SC2)cc1OCC1CC1
→ -12%	-2%	?
C[C@H](CO)N1C[C@H](C)[C@@H](CN(C)C(=O)NC2CCCCC2)Oc2ccc(NS(=O)(=O)c3ccc(F)cc3)cc2C1=O
→ 0%	-4%	-3%
COc1cc2c(cc1CNC[C@H]1O[C@@H](n3cnc(C(N)=O)n3)[C@H](O)[C@@H]1O)OCO2
→ 1%	-1%	4%
COc1cc2c3c([nH]c2cc1F)C(=O)NCC3
→ 0%	-3%	1%

4 compounds already listed, arranged by molecular weight, smallest number first.
Results follow in this order: Vif-A3F inh	GRP78 ERSR act	Vif-APOBEC3G blk
C[C@H](O)Cc1cc2ccccc2c(=O)o1
→ 3%	-3%	0%
COc1cc2c3c([nH]c2cc1F)C(=O)NCC3
→ 0%	-3%	1%
C=CC[C@@H](Cc1ccc(F)cc1)C(=O)OC[C@@H]1CCCN1C(=O)[C@H](CC=C)CC(=O)N[C@H](CO)Cc1ccccc1
→ -8%	-7%	-19%
C=CCC[C@@H](Cc1ccc(F)cc1)C(=O)OC[C@@H](Cc1c[nH]c2ccccc12)NC(=O)[C@H](CC=C)CC(=O)N(CCO)Cc1ccccc1
→ 3%	0%	-7%

(next part)
Results follow in this order: Vif-A3F inh	GRP78 ERSR act	Vif-APOBEC3G blk
Cn1c2ccccc2c(=O)c2ccc(NCc3ccc4c(c3)OCO4)cc21
→ 1%	4%	-2%
C/C(=C\C(=O)OCCCCCCCCC(=O)O)C[C@@H]1OC[C@H](C[C@@H]2O[C@H]2[C@@H](C)[C@H](C)O)[C@@H](O)[C@H]1O
→ -3%	-4%&-2%	3%
C[C@H]1C=C(C(=O)O)O[C@@H](OCc2ccc(CO)cc2)C1
→ -1%	-4%	-6%
Cn1cnc(C(=O)N2CCc3ccccc3C2)c1C(=O)N1CCc2ccccc2C1
→ -5%	-1%	2%
COC(=O)N1[C@H](C)C=C[C@]1(Cc1ccccc1)C(=O)NCCCNc1ncc(C(F)(F)F)cc1Cl
→ -10%	2%	2%
C#CCOCCOCCOCCNc1nc(N2CCN(C(=O)[C@H](CCCCN)n3cc([C@@H](N)CO)nn3)CC2)nc(N2CCN(C(=O)[C@H](CCCCN)n3cc([C@@H](N)CC(C)C)nn3)CC2)n1
→ -9%	-5%	3%
O=C(NC1CC1)C1=C[C@H](c2coc3ccccc3c2=O)C[C@H](OCc2ccc(CO)cc2)O1
→ 4%	-3%	-4%
O=C(C[C@H]1C[C@H](C(=O)N2CCCCC2)[C@@]2(CCc3ccccc3)c3[nH]c4ccc(Cl)cc4c3CCN2C1=O)NCCN1CCOCC1
→ 7%	0%	1%
COC(=O)[C@@]1(C)[C@H]2C(=O)N(C)C(=O)[C@H]2[C@H]2CN=C(SCc3ccccc3)N21
→ 1%	-2%	6%
O=[N+]([O-])c1cccc(COc2ccc(CN3CCOCC3)cc2)c1
→ 8%	-5%	2%
O=C(NCc1ccccc1)c1cccc2c1C(=O)c1ccc(/C=C/c3ccccc3)cc1S2(=O)=O
→ 10µM*	-6%	-30%
COc1ccc2[nH]c3c(c2c1)CCN1C(=O)C(CC(=O)NCC24CC5CC(CC(C5)C2)C4)C[C@H](C(=O)N2CCOCC2)[C@@]31C (stereo partly specified)
→ 6%	0%	-5%
Cc1noc(C)c1NC(=O)N(C)C[C@H]1Oc2c(NC(=O)Nc3ccc(C(F)(F)F)cc3)cccc2C(=O)N([C@H](C)CO)C[C@@H]1C
→ -2%	-4%	-1%
O=C(Nc1ccc(C(=O)N2CCCCC2)cc1)C1CCC1
→ -1%	-2%	1%
CCC1(CC)C(=O)C2=C3C1[C@H](C(=O)OC)C=C(C(=O)OC)C[C@H]3[C@H]1C(=O)N(CC(=O)OC)C(=O)[C@H]1[C@H]2C (stereo partly specified)
→ 1%	-2%&-4%	4%&0%
O=C(Cc1ccccc1)N1O[C@H]2C=C[C@@H]1CC2
→ -2%	0%	-3%
CC(C)(C)OC(=O)C[C@H]1C/C=C\C[C@H](CC(=O)NCCO)C(=O)NC[C@@H](c2ccccc2)OC1=O
→ -1%	-5%	0%
Cc1ccc(S(=O)(=O)N2CCC(=O)CC2c2ccccc2)cc1 (stereo unspecified)
→ 13%	-4%	-8%
O=C(Cc1cccc(NC(=O)C2CCCN(C(=O)c3ccccc3)C2)c1)Nc1ccc(C(=O)N2CCOCC2)cc1 (stereo unspecified)
→ 7%	-1%	-2%
C#CCOCCOCCOCCNc1nc(N2CCN(C(=O)[C@H]([C@@H](C)CC)n3cc(CCCN=C(N)N)nn3)CC2)nc(N2CCN(C(=O)[C@H]([C@@H](C)CC)n3cc(CCC(=O)O)nn3)CC2)n1
→ -2%	-1%	-6%
COc1ccc(C2CC(c3cccc(Br)c3)=NN2c2ccc(S(N)(=O)=O)cc2)cc1 (stereo unspecified)
→ -11%	-10%	-24%
CCC(C)Sc1cccc(-c2nc3cc(C)ccn3c2NC2CCCCC2)c1 (stereo unspecified)
→ 22µM*	-3%	-8%
CCOC(=O)[C@@H]1[C@H]2COc3cc(OC)ccc3[C@@H]2N2C(=O)N(c3ccc(OC)cc3)C(=O)[C@@]12C
→ 3%	-2%	8%
CN(CCc1ccccc1)C(=O)c1ccc(NC(=O)Cc2cccc(NC(=O)C3CCN(C(=O)C4CCC4)CC3)c2)cc1
→ 4%	3%	0%
CN(C)C(=O)CCc1ccc2c3c([nH]c2c1)[C@]1(CCc2ccccc2)[C@@H](C(=O)N2CCCCC2)C[C@H](CC(=O)NCCC2=CCCCC2)C(=O)N1CC3
→ -3%	-2%	-4%

Reformatted with each value named: 4 of the compounds above
SMILES: CN(CCc1ccccc1)C(=O)c1ccc(NC(=O)Cc2cccc(NC(=O)C3CCN(C(=O)C4CCC4)CC3)c2)cc1
  Vif-A3F inh = 4%
  GRP78 ERSR act = 3%
  Vif-APOBEC3G blk = 0%
SMILES: CCOC(=O)[C@@H]1[C@H]2COc3cc(OC)ccc3[C@@H]2N2C(=O)N(c3ccc(OC)cc3)C(=O)[C@@]12C
  Vif-A3F inh = 3%
  GRP78 ERSR act = -2%
  Vif-APOBEC3G blk = 8%
SMILES: COc1ccc(C2CC(c3cccc(Br)c3)=NN2c2ccc(S(N)(=O)=O)cc2)cc1 (stereo unspecified)
  Vif-A3F inh = -11%
  GRP78 ERSR act = -10%
  Vif-APOBEC3G blk = -24%
SMILES: CCC(C)Sc1cccc(-c2nc3cc(C)ccn3c2NC2CCCCC2)c1 (stereo unspecified)
  Vif-A3F inh = 22µM*
  GRP78 ERSR act = -3%
  Vif-APOBEC3G blk = -8%

Screens as filed in PubChem BioAssay.
